VHR inh abs = DUSP3 (human) phosphatase inhibition. P51452. recombinant VHR phosphatase, pNPP absorbance. inhibition, % at 13.3 µM. actives 0.52% (n = 290,000); in the data active = inhibition above about 50%; note: some compounds called inactive have numbers as strong as hits
Target sequence (P51452 whole entry, looked up): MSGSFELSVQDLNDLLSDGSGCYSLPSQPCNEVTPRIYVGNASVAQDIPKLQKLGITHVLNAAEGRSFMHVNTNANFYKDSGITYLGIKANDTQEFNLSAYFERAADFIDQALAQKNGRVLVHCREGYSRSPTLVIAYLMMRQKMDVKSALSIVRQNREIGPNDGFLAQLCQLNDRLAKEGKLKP
BoNT A protease = blocks Botulinum neurotoxin A light chain protease. multiplex microsphere protease substrate cleavage, flow cytometry. inhibition, % at 10 µM. actives 0.17% (n = 360,000). AID 588499; note: plate controls were buffer without enzyme for full effect and enzyme alone for no effect
SARS 3CLpro inh = SARS-CoV 3CLpro protease inhibition; recombinant SARS-CoV 3CLpro, quenched FRET peptide cleavage; P0C6X7; actives 0.14% (n = 290,000); inhibition, % at 6 µM; in the data active = inhibition above about 12%
PfHsp40 yeast = rescue of PfHsp40-mediated yeast toxicity; S. cerevisiae expressing PfHsp40, growth rescue, ATP luminescence; growth rescue, % at 12.5 µM; actives 0.68% (n = 340,000); in the data active = growth rescue above about 28%, passing the limit was not always enough; inconclusive = no clear call, values can overlap the other calls;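 note: yeast W303a lacking pdr1 and pdr3 grown in galactose medium; growth measured after three days at 30 °C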
PriA SSB inh = K. pneumoniae PriA-SSBct interaction inhibition; AlphaScreen SSBct-PriA binding, biotinylated peptide; inhibition, % at 33 µM; actives 0.6% (n = 430,000); AID 1272365; in the data active = inhibition mostly above about 37%, no sharp cut-off; inactive = mostly below about 20%;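 note: plate controls were negative control peptide for no effect and reference peptide for full effect; strong numbers were not always called active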
Vc quorum ag = induces V. cholerae light production without autoinducers; actives 0.16% (n = 350,000); activation, % at 18.7 µM; V. cholerae BH1578 lux reporter, luminescence, 6 h; in the data active = activation mostly above about 9.7%, no sharp cut-off; inconclusive = no clear call, values can overlap the other calls; inactive = mostly below about 3.7%; note: not every result past the cut was called active; inactives centre near 0; reference of the scale not given here
TcdB GH inh = blocks C. difficile toxin B glycohydrolase activity. P18177. actives 0.24% (n = 350,000). inhibition, % at 9.99 µM. TcdB glycohydrolase enzymatic assay, plate reader; in the data active = inhibition above about 10%
Anthrax LF prot = blocks Bacillus anthracis lethal factor protease; P15917; multiplex microsphere protease cleavage assay, LF; inhibition, % at 10 µM; actives 0.12% (n = 360,000); AID 588501; note: plate controls were buffer without enzyme for full effect and enzyme alone for no effect
Target sequence (P15917 whole entry, looked up): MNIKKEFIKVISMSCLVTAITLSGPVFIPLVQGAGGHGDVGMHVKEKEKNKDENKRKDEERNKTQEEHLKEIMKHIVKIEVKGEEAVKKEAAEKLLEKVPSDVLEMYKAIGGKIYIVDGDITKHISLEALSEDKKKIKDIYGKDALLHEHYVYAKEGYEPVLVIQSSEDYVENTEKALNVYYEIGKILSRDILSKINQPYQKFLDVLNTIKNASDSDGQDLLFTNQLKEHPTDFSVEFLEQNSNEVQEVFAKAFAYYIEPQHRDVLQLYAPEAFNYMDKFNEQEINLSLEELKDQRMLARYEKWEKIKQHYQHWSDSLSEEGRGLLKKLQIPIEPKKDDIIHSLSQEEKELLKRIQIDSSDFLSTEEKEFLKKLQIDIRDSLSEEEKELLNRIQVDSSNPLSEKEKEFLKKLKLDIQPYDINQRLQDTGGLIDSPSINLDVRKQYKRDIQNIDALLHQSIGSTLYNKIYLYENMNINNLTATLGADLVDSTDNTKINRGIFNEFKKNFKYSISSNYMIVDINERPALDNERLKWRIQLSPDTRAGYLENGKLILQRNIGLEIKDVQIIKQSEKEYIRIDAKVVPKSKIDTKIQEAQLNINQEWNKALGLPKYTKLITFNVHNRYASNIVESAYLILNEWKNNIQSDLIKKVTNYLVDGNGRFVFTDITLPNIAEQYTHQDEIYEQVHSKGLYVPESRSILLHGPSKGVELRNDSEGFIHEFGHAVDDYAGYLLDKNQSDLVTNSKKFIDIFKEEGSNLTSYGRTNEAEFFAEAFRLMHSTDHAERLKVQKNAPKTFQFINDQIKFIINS
Y pestis TopoI = inhibitors of Yersinia pestis topoisomerase I; Y. pestis Topo-I cleavage product accumulation, plate reader; activity, % at 10 µM; actives 0.064% (n = 360,000); AID 504884; in the data active = activity above about 50%, passing the limit was not always enough; inconclusive = no clear call, values can overlap the other calls; note: inactives centre near 2
CCHFV vOTU inh = CCHFV vOTU protease inhibition; Pep-AMC fluorescence; inhibition, % at 11.5 µM; AID 651958; actives 0.55% (n = 370,000); in the data active = inhibition above about 30%; note: 0% = vehicle wells with enzyme and 100% = no enzyme wells
The depositor's hits bear a star; i = inactive; ? = inconclusive; . = not tested or not shown. Cut-off read from the data, not from the text of the source, unless noted: active = inhibition above about 30%; inconclusive = no clear call, values can overlap the other calls; inactive = below that.

No. | smiles | VHR inh abs | BoNT A protease | SARS 3CLpro inh | PfHsp40 yeast | PriA SSB inh | Vc quorum ag | TcdB GH inh | Anthrax LF prot | Y pestis TopoI | CCHFV vOTU inh
1 | CC(O)(c1ccc(F)c(F)c1)c1nc(-c2ccc3ccccc3c2)cs1 (configuration not stated) | . | -0.2 | . | . | . | -0.6 | 0.6 | -2 | -16 | 26
2 | CCCCCn1c(CNC(C)=O)nc2ccccc21 | 20 | -0.7 | -3 | 1.3 | -5 | i | . | 3 | 3 | -18
3 | CCN(CCCn1c(SCC#N)nc2ccccc2c1=O)c1ccccc1 | 15 | 2.4 | -3 | -0.2 | 9 | -12 | . | -16 | 13 | 19
4 | CC1CCc2c(sc(NC(=O)C3CCCO3)c2C#N)C1 (configuration not stated) | 6 | -1.1 | -3 | -0.5 | 1 | 1.6 | 1.0 | -2 | 2 | -18
5 | O=C(CN1C(=O)C2CC=CCC2C1=O)Nc1ccc(Br)cc1 (configuration not stated) | 22 | 0.1 | 1 | -0.6 | -16 | i | 0.6 | -6 | -7 | 6
6 | Cc1nc(C)c(-c2ccccc2)c(=O)[nH]1 | 4 | -0.4 | 1 | 0.5 | -8 | -0.5 | . | 2 | -2 | 1
7 | C[C@@H]1COC(=O)[C@@H](Cc2ccc(F)cc2)C/C=C\C[C@@H](CC(=O)N[C@H](CO)Cc2ccccc2)C(=O)N1 | . | 0.4 | . | 1.0 | -5 | -5.0 | 0.5 | -3 | 22 | 0
8 | COc1cccc(C(=O)N2CCN(c3ccc(N4CCOCC4)nn3)CC2)c1 | . | ? | . | 0.2 | -8 | -0.7 | -0.7 | ? | 3 | -32
9 | COc1cc(C2C(C(=O)OC(C)C)=C(C)Nc3[nH]c(=O)[nH]c(=O)c32)ccc1O (configuration not stated) | 23 | 0.2 | 6 | -0.5 | 3 | i | . | -1 | 13 | -2
10 | CCOC(=O)CC1=CCc2c1ccc(OC)c2OC | . | 0.7 | . | 0.8 | -13 | . | 2.9 | 5 | 2 | 8
11 | COc1ccc(C(C)(O)c2nc(-c3cccc(C(=O)O)c3)cs2)cc1 (configuration not stated) | . | 0.0 | . | . | . | i | -0.8 | -2 | 2 | 1
12 | O=C(NCc1nnc(SCC(=O)N2CCCc3ccccc32)o1)c1ccco1 | 28 | -3.0 | -3 | -0.8 | -14 | 2.7 | 0.8 | -3 | 2 | -7
13 | CC1CCCC(C)N1C(=O)c1cc(-c2cccs2)on1 (configuration not stated) | 9 | 2.6 | -3 | -0.4 | 5 | i | . | -3 | 13 | 0
14 | COc1ccc(OC)c(S(=O)(=O)NC2CC(=O)N(c3ccc(C)c(C)c3)C2)c1 (configuration not stated) | . | . | . | -1.2 | 10 | -0.4 | 0.8 | . | 15 | 13
15 | Cc1ccc(NC2=NC3(CCCCC3)N=C(N)N2)c(C)c1 | 17 | -1.1 | 0 | 0.5 | 3 | -0.4 | . | 0 | -4 | -3
16 | O=C(C1CCC1)N1CCc2cc(S(=O)(=O)NC3CCCC3)ccc21 | 10 | 0.2 | -1 | -0.1 | 0 | -0.8 | . | 4 | 15 | 15
17 | Cc1cnc(CN(C)C(=O)c2cc(COc3c(F)cccc3F)on2)[nH]1 | 13 | 0.1 | -4 | -0.1 | 8 | -0.3 | 0.2 | -1 | 1 | -3
18 | Cc1cccc(N2CC(C(=O)Nc3cccc(S(=O)(=O)N4CCCCC4)c3)CC2=O)c1C (configuration not stated) | . | -1.2 | . | -0.4 | 10 | 0.0 | 0.3 | -2 | 8 | 3
19 | Cc1ccc(C(=O)Nc2ccccc2NC(=O)c2ccc(C)o2)o1 | 26 | 0.8 | 4 | 1.8 | -6 | i | . | -1 | 1 | 9
20 | COc1cccc(CN2C(=O)CN(C3CCCCC3)C(=O)C2c2ccc(F)cc2)c1 (configuration not stated) | 12 | -1.0 | -1 | -0.5 | -16 | -0.5 | . | -1 | 2 | -4
21 | Cc1cc(OC(C)C(=O)NCCN2CCOCC2)c2c(C)cc(=O)oc2c1 (configuration not stated) | 10 | 0.5 | -2 | 0.2 | 0 | -0.4 | 0.1 | -2 | -8 | 1
22 | NS(=O)(=O)c1ccc(CCNC(=O)NC2CCCCC2)cc1 | 13 | 0.4 | -8 | -1.1 | -6 | -0.7 | 1.4 | 0 | 1 | 8
23 | Nc1nonc1C(=O)N/N=C/c1cc(Br)ccc1O | -12 | . | -1 | 168* | . | . | -14 | . | . | 11
24 | OCc1cccc(-c2csc(C(O)c3ccco3)n2)c1 (configuration not stated) | . | 0.2 | . | . | . | i | 0.6 | -4 | 0 | 10
25 | Cc1nc2ccccc2n1CCC(=O)O | 18 | -1.3 | -4 | 0.9 | -14 | -1.2 | . | 0 | 9 | -4
26 | CC(=O)O/N=C(\N)Cc1ccc(-c2csnn2)cc1 | 13 | -2.3 | -4 | 1.2 | . | -0.4 | -4.1 | -19 | 0 | -11
27 | CNC(=O)CSc1nc2[nH]ncc2c(=O)[nH]1 | 21 | -0.3 | -4 | 0.0 | -7 | 0.6 | 2.0 | 0 | 6 | -10
28 | CC(=O)c1cc(CC=C(C)C)c(O)c(CC=C(C)C)c1O | 6 | -0.2 | 4 | 0.0 | -15 | i | . | 0 | 10 | 14
29 | Cn1nc(C(F)(F)F)c(-c2cccc(C(F)(F)F)c2)c1NC(=O)c1ccco1 | 0 | -0.9 | 5 | 0.9 | -7 | i | 1.2 | -2 | 5 | 16
30 | Cc1ccc(NC(=O)C2CCCN2S(=O)(=O)c2ccc3c(c2)n(C)c(=O)c(=O)n3C)c(C)c1 (configuration not stated) | 14 | 0.2 | 2 | 6.7 | 2 | 2.0 | 1.7 | 1 | 7 | 5

3 of the compounds above, in transposed form:
21) Cc1cc(OC(C)C(=O)NCCN2CCOCC2)c2c(C)cc(=O)oc2c1 (configuration not stated)
22) NS(=O)(=O)c1ccc(CCNC(=O)NC2CCCCC2)cc1
23) Nc1nonc1C(=O)N/N=C/c1cc(Br)ccc1O
assay / entry	21	22	23
VHR inh abs	10	13	-12
BoNT A protease	0.5	0.4	.
SARS 3CLpro inh	-2	-8	-1
PfHsp40 yeast	0.2	-1.1	168*
PriA SSB inh	0	-6	.
Vc quorum ag	-0.4	-0.7	.
TcdB GH inh	0.1	1.4	-14
Anthrax LF prot	-2	0	.
Y pestis TopoI	-8	1	.
CCHFV vOTU inh	1	8	11

Returning to the listing; the 5 compounds before the break are reprinted first.
No. | smiles | VHR inh abs | BoNT A protease | SARS 3CLpro inh | PfHsp40 yeast | PriA SSB inh | Vc quorum ag | TcdB GH inh | Anthrax LF prot | Y pestis TopoI | CCHFV vOTU inh
26 | CC(=O)O/N=C(\N)Cc1ccc(-c2csnn2)cc1 | 13 | -2.3 | -4 | 1.2 | . | -0.4 | -4.1 | -19 | 0 | -11
27 | CNC(=O)CSc1nc2[nH]ncc2c(=O)[nH]1 | 21 | -0.3 | -4 | 0.0 | -7 | 0.6 | 2.0 | 0 | 6 | -10
28 | CC(=O)c1cc(CC=C(C)C)c(O)c(CC=C(C)C)c1O | 6 | -0.2 | 4 | 0.0 | -15 | i | . | 0 | 10 | 14
29 | Cn1nc(C(F)(F)F)c(-c2cccc(C(F)(F)F)c2)c1NC(=O)c1ccco1 | 0 | -0.9 | 5 | 0.9 | -7 | i | 1.2 | -2 | 5 | 16
30 | Cc1ccc(NC(=O)C2CCCN2S(=O)(=O)c2ccc3c(c2)n(C)c(=O)c(=O)n3C)c(C)c1 (configuration not stated) | 14 | 0.2 | 2 | 6.7 | 2 | 2.0 | 1.7 | 1 | 7 | 5
31 | CCOc1ccc(CCN2C(=O)C(=O)N([C@@H](Cc3ccccc3)CN3CCC[C@@H]3CN3C(=O)C(=O)NC[C@@H]3Cc3ccc(O)cc3)C[C@@H]2Cc2ccccc2)cc1 | . | 0.2 | . | . | . | . | -0.9 | 4 | . | 2
32 | CS(=O)(=O)NN1C(=O)c2ccccc2NC1c1ccccc1 (configuration not stated) | -15 | -1.9 | 1 | -1.4 | -15 | -0.2 | 0.6 | -3 | 13 | -63
33 | CCC(C)NS(=O)(=O)c1ccc(OCC(=O)NCc2cccnc2)cc1 (configuration not stated) | -4 | -0.1 | -8 | -1.0 | -17 | -0.3 | . | 0 | -2 | -2
34 | O=C(CCCCC(=O)OCC1COCO1)OCC1COCO1 (configuration not stated) | . | 0.0 | . | -0.5 | 1 | i | 1.2 | 0 | 5 | -5
35 | CC(C)(O)C#Cc1ccc(C(=O)N2CCN(c3ccc(Cl)cc3)CC2)cc1 | 12 | -0.7 | 4 | 1.1 | -6 | i | -0.3 | 2 | 27 | 7
36 | OC1(c2ccc3c(c2)OCO3)CCN(Cc2ccccn2)CC1 | 8 | -0.2 | -4 | -0.2 | -9 | i | 0.5 | 5 | 5 | -8
37 | CCOC(=O)C1CCN(S(=O)(=O)c2ccc(-c3ccccn3)s2)CC1 | 17 | 0.5 | -1 | . | -6 | -1.2 | 0.3 | -6 | 7 | -8
38 | CSc1ccc(/C=C(/NC(=O)c2ccco2)C(=O)N2CCCCCC2)cc1 | 23 | -1.1 | -1 | 1.2 | 9 | i | -0.1 | -4 | 24 | 4
39 | CN=C1NN=C(c2cc(C)n(-c3ccc(Cl)cc3)c2C)CS1 | 0 | -0.5 | 1 | 0.0 | 13 | i | -1.7 | 0 | 5 | 18
40 | O=C(O)c1cc2ccccc2c(N=Nc2cccnc2)c1O | 22 | -0.8 | 3 | -1.1 | -10 | -0.4 | . | 0 | -4 | .
41 | O=C(COc1ncnc2sccc12)Nc1ccc(F)cc1F | 5 | -0.9 | -1 | -0.8 | -3 | 0.6 | 0.3 | -5 | 9 | 4
42 | O=C(O)c1cc(S(=O)(=O)N2CCOCC2)c(Sc2ccccn2)cc1Sc1ccccn1 | 26 | -0.2 | -4 | 0.4 | 21 | i | . | 0 | 1 | 1
43 | CC1CCN(c2nc3c(c(=O)[nH]c(=O)n3C)n2Cc2ccccc2)CC1 | 36 | 0.1 | 0 | -1.0 | 7 | -0.2 | 2.0 | -6 | 9 | 7
44 | Cn1c(=O)c2[nH]c(C(O)c3ccc(Cl)cc3)nc2n(C)c1=O (configuration not stated) | . | 0.0 | . | 2.2 | -10 | -1.9 | 1.2 | 0 | 1 | 0
45 | CCCCNC(=O)c1ccc(SCC(=O)N(CC)CC)c([N+](=O)[O-])c1 | 3 | 0.2 | 0 | 0.3 | -2 | -0.3 | 0.4 | -8 | 3 | -13
46 | Cc1cc(C)c2nc(SCC(=O)Nc3ccccc3N3CCOCC3)c(C#N)cc2c1 | . | 1.4 | -1 | -0.4 | 0 | -0.6 | . | 9 | 11 | -16
47 | Cc1nn(C)c(C)c1CN(Cc1nc(CCC(C)C)no1)C(C)C | 15 | 0.6 | -2 | 0.1 | 7 | i | -0.8 | -3 | 3 | -9
48 | O=c1c2ccc([N+](=O)[O-])cc2ncn1CCOc1ccccc1 | 26 | 0.8 | 4 | -1.6 | 27 | i | 0.1 | -5 | -12 | 8
49 | Cc1ccc2cc(C#N)c(N3CCCN(S(=O)(=O)c4ccccc4)CC3)nc2c1 | 6 | 8.4 | -3 | 0.7 | -11 | i | . | 8 | 1 | 2
50 | Cn1nc(C(=O)N2CCCc3ccccc32)c2ccccc2c1=O | 19 | -1.1 | -2 | -0.8 | -3 | -0.1 | 0.8 | -3 | -13 | -7
51 | N#C/C(=C\c1ccc(O)cc1)C(=O)N1CCCC1 | 3 | -0.3 | 3 | 0.3 | -8 | -0.4 | 0.7 | -4 | -3 | -5

High-throughput results from PubChem.

The list is partial; the hit share may differ from the screen's.
